# High-throughput results as filed in PubChem BioAssay.
# FadD28 binding = inhibitors of Mycobacterium tuberculosis FadD28 bisubstrate binding; FadD28 bisubstrate probe binding, fluorescence polarization; inhibition, % at 12.5 µM; actives 0.22% (n = 360,000); in the data active = inhibition above about 8.5%, passing the limit was not always enough; inconclusive = no clear call, values can overlap the other calls
# GDH-TPI counter = GDH-TPI coupled enzyme inhibition counter-screen; GDH-TPI coupled enzyme counterscreen, NADH absorbance; inhibition, % at 4.8 µM; actives 1.2% (n = 360,000); AID 588335; in the data active = inhibition above about 30%;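 also: 0% = DMSO wells and 100% = wells lacking the enzyme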
# BoNT-F LC inh = blocks Botulinum neurotoxin F light chain protease. Multiplex microsphere protease cleavage assay, flow cytometry. inhibition, % at 10 µM. actives 0.22% (n = 360,000). AID 588497; in the data active = inhibition above about 35%, passing the limit was not always enough; inconclusive = no clear call, values can overlap the other calls; also: plate controls were buffer without enzyme for full effect and enzyme alone for no effect
# FBA Mtb inh = inhibits M. tuberculosis FBA enzyme; P9WQA3; purified M. tuberculosis FBA, fluorescence read-out; inhibition, % at 1 µM; actives 2.3% (n = 360,000); in the data active = inhibition above about 27%;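 also: 0% = vehicle and 100% = reference inhibitor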
# Target sequence (P9WQA3 whole entry, looked up): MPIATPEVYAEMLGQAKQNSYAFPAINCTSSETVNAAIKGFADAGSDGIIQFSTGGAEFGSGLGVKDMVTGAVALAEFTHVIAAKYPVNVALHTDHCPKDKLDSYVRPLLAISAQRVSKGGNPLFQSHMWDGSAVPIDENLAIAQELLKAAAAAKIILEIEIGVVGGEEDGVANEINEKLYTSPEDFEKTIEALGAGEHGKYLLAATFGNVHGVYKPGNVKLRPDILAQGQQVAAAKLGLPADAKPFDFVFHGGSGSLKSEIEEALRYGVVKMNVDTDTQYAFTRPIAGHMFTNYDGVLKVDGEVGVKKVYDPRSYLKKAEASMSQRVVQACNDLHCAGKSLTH
# Rv3671c protease = inhibits the M. tuberculosis serine protease Rv3671c; P9WHR9; actives 0.048% (n = 320,000); inhibition, % at 5.96 µM; in the data active = inhibition above about 38%;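 also: extracellular domain of Rv3671c used as enzyme; 0% = enzyme with DMSO and 100% = no enzyme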
# Target sequence (P9WHR9 whole entry, looked up, the tested form may be a part): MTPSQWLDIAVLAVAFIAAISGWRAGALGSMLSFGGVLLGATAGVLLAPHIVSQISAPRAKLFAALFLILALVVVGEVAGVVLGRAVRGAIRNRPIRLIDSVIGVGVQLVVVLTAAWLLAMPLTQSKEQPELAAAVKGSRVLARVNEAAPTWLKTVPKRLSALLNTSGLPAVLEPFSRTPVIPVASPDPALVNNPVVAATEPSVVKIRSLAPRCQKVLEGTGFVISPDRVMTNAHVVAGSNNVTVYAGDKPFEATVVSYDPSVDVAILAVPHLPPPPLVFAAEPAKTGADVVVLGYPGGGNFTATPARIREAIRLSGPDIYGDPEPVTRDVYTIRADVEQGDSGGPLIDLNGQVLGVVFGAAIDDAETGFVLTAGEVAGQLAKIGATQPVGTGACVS
# PrPC surface inh = cell surface PrPC inhibition, primary TR-FRET screen; P04156; TR-FRET read-out; inhibition, % at 13.8 µM; actives 0.43% (n = 370,000); AID 720596; in the data active = inhibition above about 24%; also: 0% = median of the test wells and 100% = reference compound wells
# MazF activator = increases E. coli MazEF RNase cleavage of RNA | activation, % at 20 µM | AID 504720 | P0AE70 | FAM/BHQ RNA-DNA oligo cleavage fluorescence, 5 h | actives 0.32% (n = 350,000); in the data active = activation above about 50%
# Target sequence (P0AE70 whole entry, looked up): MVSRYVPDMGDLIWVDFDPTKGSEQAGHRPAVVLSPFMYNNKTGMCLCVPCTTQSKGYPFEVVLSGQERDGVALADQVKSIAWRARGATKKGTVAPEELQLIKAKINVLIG
# Mtb UGM inh = Mtb UDP-galactopyranose mutase inhibition. actives 0.06% (n = 320,000). inhibition, % at 10 µM. P9WIQ1. purified UGM, fluorescence polarization probe displacement; in the data active = inhibition above about 10%, passing the limit was not always enough; inconclusive = no clear call, values can overlap the other calls
# BioA inh = blocks M. tuberculosis BioA enzyme activity. purified M. tuberculosis BioA enzyme, plate reader. inhibition, % at 9.99 µM. actives 0.096% (n = 360,000). AID 602481; in the data active = inhibition above about 40%; inconclusive = no clear call, values can overlap the other calls
# Numbers without * were called inactive; ? = inconclusive; nt = not tested or not shown; & = joins results of further samples.
# Sample of the layout:
SMILES,FadD28 binding,GDH-TPI counter,BoNT-F LC inh,FBA Mtb inh,Rv3671c protease,PrPC surface inh,MazF activator,Mtb UGM inh,BioA inh
CC1CN(c2ccc(C(=O)c3ccccc3C(=O)O)cc2[N+](=O)[O-])CC(C)O1 (stereo unspecified),-1.7,6,-2,-7,-3,-11,4,0.8,-2.1
Fc1cc(NC(=S)NCc2ccc(CNC(=S)Nc3ccc(Cl)c(F)c3)cc2)ccc1Cl,0.1,15,0,1,-133,-8,5,0.5,-1.4
COCCNC(=O)CN(C(=O)Cn1nnc2ccccc21)c1ccccc1,1.4,8,-44,3,-1,-2,1,-2.5,9.8
COC(=O)c1cc(NC(=S)NCc2ccc(Cl)cc2)cc(C(=O)OC)c1,-11,-1,-5,-1,-81,-1,0,0.8,nt
NS(=O)(=O)c1ccc(NC(=O)COC(=O)c2cccc(S(=O)(=O)N3CCCC3)c2)cc1,-3.8,-5,-1,-1,0,2,11,-2.9,-9.3

# The whole of this part, from the first entry:
SMILES,FadD28 binding,GDH-TPI counter,BoNT-F LC inh,FBA Mtb inh,Rv3671c protease,PrPC surface inh,MazF activator,Mtb UGM inh,BioA inh
CC1CN(c2ccc(C(=O)c3ccccc3C(=O)O)cc2[N+](=O)[O-])CC(C)O1 (stereo unspecified),-1.7,6,-2,-7,-3,-11,4,0.8,-2.1
Fc1cc(NC(=S)NCc2ccc(CNC(=S)Nc3ccc(Cl)c(F)c3)cc2)ccc1Cl,0.1,15,0,1,-133,-8,5,0.5,-1.4
COCCNC(=O)CN(C(=O)Cn1nnc2ccccc21)c1ccccc1,1.4,8,-44,3,-1,-2,1,-2.5,9.8
COC(=O)c1cc(NC(=S)NCc2ccc(Cl)cc2)cc(C(=O)OC)c1,-11,-1,-5,-1,-81,-1,0,0.8,nt
NS(=O)(=O)c1ccc(NC(=O)COC(=O)c2cccc(S(=O)(=O)N3CCCC3)c2)cc1,-3.8,-5,-1,-1,0,2,11,-2.9,-9.3
COc1ccc(OCCn2cc(/C(N)=N/O)c3ccccc32)cc1,-2.0,8,-32,1,6,8,8,0.8,-1.0
COc1cc(CN2CCN(C(c3ccccc3)c3ccccc3)CC2)cc(OC)c1OC,-4.4,-2,?,-6,-2,-4,-4,-1.0,-0.3
O=C(CN1C(=O)C(=O)N(C2CCCC2)C1=O)Nc1ccccc1OC(F)F,-1.2,8,-11,2,-1,7,7,0.5,-1.0
CCCn1nnnc1-c1ccc(Cl)cc1,-2.6,-2,-4,0,2,-2,2,-3.1,0.6
COC(=O)/C(=N/Nc1ccccc1Cl)Sc1nnc(C(O)c2ccccc2)n1-c1ccccc1 (stereo unspecified),1.2,4,-3,0,-3,7,-1,0.8,nt
COc1ccc(F)cc1C(=O)COC(=O)c1n[nH]c(=O)c2ccccc12,-2.2,11,-11,2,1,-4,1,-1.2,-1.2
O=C(Nn1c(O)c(C=C2N=c3ccccc3=N2)sc1=S)c1ccc(Cl)cc1,48*,11,58*,-9,-15,-1,2,-1.9,nt
Cc1ccc(S(=O)(=O)NCCC(=O)OCC(=O)Nc2ccccc2Cl)cc1,-5.1,-10,-4,-3,-1,7,-3,4.9,nt
Cn1cc(-c2csc(C(C)(O)c3cccnc3)n2)cn1 (stereo unspecified),-0.8,12,-7,5,nt,6,nt,nt,0.1
S=C(NCCc1ccncc1)Nc1cccc2ccccc12,0.4,-1,-4,-2,4,6,11,-2.1,nt
Cc1cc(C)n(-c2nc3ccccc3nc2N2CCCC2)n1,-4.8,-4,4,-4,-11,-4,4,-2.8,nt
CCCC(C(=O)NC1CCCC1)N(C(=O)Cn1nnc(-c2ccc(C)o2)n1)c1ccccc1F (stereo unspecified),-4.7,-9,31,-1,nt,-4,0,nt,nt
COCCNc1nc(-c2ccccc2)nc2c1oc1ccccc12,-1.2,-11,-11,2,0,1,11,1.4,nt
CCCNC(=O)c1cccc(COCC(F)(F)C(F)F)c1,-1.9,-8,-18,-2,3,-6,12,-1.6,1.4
COc1ccc(N2CCN(C(=O)c3sc4ncn(CC(=O)N5CCCCC5C)c(=O)c4c3C)CC2)cc1 (stereo unspecified),-4.2,1,-1,1,5,-12,6,-0.3,-0.4
Cc1ccc(C2=NS(=O)(=O)N(C)C(C(=O)NCc3ccc4c(c3)OCO4)=C2)cc1,-3.4,27,-8,-2,-7,-8,-11,-1.0,-2.5
O=C1c2ccccc2C(=O)N1Cc1nc2ccccc2c(=O)n1-c1ccccn1,1.3,8,-1,-1,5,0,3,3.2,-5.1
CCC(C(=O)NC1CCCC1)n1c(SCc2cccc(C)c2)nc2ccncc21 (stereo unspecified),1.2,6,-14,3,2,2,8,-3.6,2.0
CCC1C2Cn3c(nc4ccccc43)C1N(C)O2 (stereo unspecified),-2.3,0,-8,2,-2,-2,6,0.0,-0.3
C=CCCC(=O)Nc1nc(C)c(-c2csc(Nc3cc(Cl)ccc3OC)n2)s1,-2.8,18,-9,2,3,1,-1,2.9,-1.9

# Further compounds
SMILES,FadD28 binding,GDH-TPI counter,BoNT-F LC inh,FBA Mtb inh,Rv3671c protease,PrPC surface inh,MazF activator,Mtb UGM inh,BioA inh
CCN(c1ccccc1)S(=O)(=O)c1nnc(NC(=O)c2ccco2)s1,-2.5,27,-3,8,-3,-8,5,2.0,1.9
O=C(CSc1n[nH]c(=O)n1C1CC1)Nc1ccc(OC(F)(F)F)cc1,0.0,5,-3,2,-4,7,1,2.4,-0.1
Cc1c(C#N)sc2nc(-c3ccccc3)nc(N3CCCC3)c12,-5.1,7,7,4,-14,-4,0,-0.2,-0.9
COC(=O)c1ccc(C2NC(=O)NC(C)=C2C(=O)N(C)C)cc1 (stereo unspecified),-4.7,-11,-4,1,1,-4,-2,2.0,1.6
CNS(=O)(=O)c1ccc(NC(=O)c2ccccn2)cc1,-2.9,10,1,4,-13,-3,3,1.2,nt
CCOc1ccccc1NC(=O)Cc1coc2ccc(C)cc12,-4.4,1,-5,0,0,4,0,2.1,nt
COc1cc(C(=C(CC(=O)O)C(=O)O)c2ccc3c(c2)OCO3)cc(OC)c1OC,-0.9,9,-4,3,nt,-5,3,nt,nt
CCCOc1ccc(/C=N/Nc2cccc([N+](=O)[O-])c2)c(O)c1,-4.2,16,-4,-3,0,10,5,-0.3,-1.0
Cc1cc(OCCN2CCCC2)ccc1C(C)C,0.3,17,-10,1,3,-2,9,0.6,-7.0
O=C(CCCOc1ccc(Br)cc1)Nc1nnc(C2CC2)s1,-3.2,-3,-6,1,-26,-1,-10,-0.2,-1.0
Cc1ccc(/C=N/c2sc(Cc3ccccc3)c(C)c2C(N)=O)o1,-1.2,12,-8,10,-3,-1,1,2.0,-1.8
Cc1cccc(CCNS(=O)(=O)c2ccc(S(=O)(=O)N3CCC(C)CC3)cc2)c1,0.8,7,32,2,4,3,-3,-0.7,-2.7
c1ccc(-c2csc3ncnc(NCC4COc5ccccc5O4)c23)cc1 (stereo unspecified),-5.5,-1,-3,0,-14,14,-8,-2.0,nt
Cc1c(Cl)c(-c2n[nH]c(=S)n2-c2ccc(F)cc2)nn1C,-2.1,9,6,4,-3,23,7,-0.2,-0.5
O=C(CSc1nnc(NC2CC2)s1)c1ccc[nH]1,-2.7,6,7,-1,4,7,10,-1.0,nt
CCCCCn1c(=O)[nH]c2cc(C(=O)N3CCN(c4ccc(C(C)=O)cc4)CC3)ccc2c1=O,-0.3,25,-27,2,-5,-2,17,-0.2,nt
O=C(NCCSCc1ccco1)Nc1ccc(Cl)cc1,-0.2,12,-9,4,-2,7,-3,-1.7,2.1
Nc1c(Cl)c(Cl)nc(C(=O)N/N=C/c2cccnc2)c1Cl,-1.0,1,2,4,-6,-7,10,4.4,-2.5
COc1ccc(NC(=O)N[C@@H](CCSC)C(=O)O)cc1OC,-3.2,-7,0,2,-7,-4,5,0.5,-0.4
CC(C)(C)c1ccc(C(=O)c2c[nH]c(C(=O)NCCCn3ccnc3)c2)cc1,0.5,15,-12,-2,-1,0,3,1.9,-4.3
C#Cc1cccc(NC(=O)Cc2cccs2)c1,0.1,3,?,0,-2,2,1,0.4,-4.3
COc1ccc(NC(C)C(=O)Nc2cc(C(F)(F)F)ccc2N2CCOCC2)c(OC)c1 (stereo unspecified),-0.3,4,-16,1,-4,1,1,0.9,-2.3
Nc1nc(CN2CCN(c3ccccc3)CC2)nc(N2CCCc3ccccc32)n1,0.1,2,-10,-1,-4,4,-6,2.6,nt
CC1=C(C(=O)Nc2ccccn2)C(c2ccc(Br)cc2)NC(=S)N1 (stereo unspecified),-3.1,-2,-3,-1,-7,3,2,-1.9,nt
NC(=O)c1ccc(Nc2ccc3c(c2)CCC3)c([N+](=O)[O-])c1,0.8,8,13,-1,-15,-24,0,4.1,7.9

# Additional results follow:
SMILES,FadD28 binding,GDH-TPI counter,BoNT-F LC inh,FBA Mtb inh,Rv3671c protease,PrPC surface inh,MazF activator,Mtb UGM inh,BioA inh
CCCCN1CC(=O)N2[C@H]3c4cc(C)ccc4OC[C@@H]3[C@H](c3ccccc3)[C@]2(C)C1=O,-4.5,-2,-3,-2,0,9,87*,0.4,-4.2
COC(=O)c1ccc(OC)cc1OCC(=O)N1CCN(c2ccc(F)cc2)CC1,-3.2,-6,-4,-5,-1,-1,2,-2.0,1.7
COc1cc(OC)c2c(OC)cccc2n1,-2.0,5,-4,20,2,-4,3,1.1,-1.1
COc1ccc(-c2n[nH]c(=S)n2-c2ccc3c(c2)OCCO3)cc1,-1.9,-2,5,4,-7,1,0,-1.6,0.5
C/C(=N\NC(=O)CNC(=O)c1ccc2c(c1)OCCO2)c1ccco1,-0.3,-2,-1,-2,1,-7,-4,0.3,nt
O=C1CCN(Cc2ccc(Br)cc2)CCN1[C@H](CO)Cc1ccccc1,-3.3,-6,-6,-4,-4,-1,0,1.0,1.1
O=C(NC1CCCCC1)c1cccnc1C(=O)O,-4.2,-10,1,3,-5,-1,5,4.1,nt
CN(C)S(=O)(=O)c1ccc(N2CCCC2)c(C(=O)NCc2ccc(Cl)cc2)c1,-1.0,12,nt,4,3,1,4,-0.9,1.3
O=C(c1ccccc1)N1CCC(c2nc3c(nnn3Cc3ccccc3Cl)c(=O)[nH]2)CC1,-1.9,7,5,0,4,-2,-1,0.7,nt
O=CNCc1nc2ccccc2n1CCCc1ccccc1,-0.1,1,12,-1,2,-6,3,-3.0,0.7
O=C(COC(=O)CCc1c[nH]c(=O)[nH]1)Nc1cccc(Cl)c1,-2.4,3,7,0,3,10,-113,-1.1,-2.2
Clc1ccc(C#Cc2cccnc2)cc1,-0.8,4,2,0,-2,6,0,2.5,-0.9
CCOC(=O)c1cn(CC(=O)Nc2cccc(F)c2)nn1,-1.5,-5,0,0,2,1,1,0.8,nt
CCN1CCC2(CC1)NC(CO)(CO)CO2,-2.1,-11,0,-2,1,1,2,4.1,nt
O=C(Nc1ccc(F)cc1)N1CCN(c2ncccn2)CC1,-0.7,10,-1,-1,1,4,5,-0.5,nt
O=S(=O)(/N=C(/Nc1cccc2ccccc12)c1ccccc1)c1ccc(Br)cc1,-2.5,9,6,0,-8,-1,8,0.4,-1.3
Clc1ccc(COC(Cn2ccnc2)c2ccc(Cl)cc2Cl)c(Cl)c1 (stereo unspecified),-7.8&-11,3&-4,-4&-19,2&-2,0&-1,1&13,-37&-4,-0.8,-4.7&1.8
Cc1ccc(C)c(NC(=O)N2CCc3ccccc3C2)c1,-3.7,1,1,-1,5,-2,5,-2.8,1.4
COc1cccc(Oc2ccc(S(=O)(=O)N3CCCC3)cc2[N+](=O)[O-])c1,-2.3,6,-1,-2,-6,-8,-3,0.8,-0.9
CCCC(=O)Nc1ccc(C(=O)Nc2cc(C(F)(F)F)ccc2Cl)cc1,-0.2,2,-3,1,-15,10,-4,0.8,-1.7
Cn1c(NCCO)nc2c1c(=O)n(Cc1ccc(F)cc1)c(=O)n2C,0.5,0,15,0,-1,14,1,2.0,-0.5
CCN(CC)c1ccc(CNCCc2ccccc2F)cc1,0.0,13,-6,1,4,-3,10,0.0,nt
O=C(c1cccnc1)N1CCN(Cc2ccc3ccccc3c2)CC1,-1.0,-1,?,0,2,-3,0,-1.2,-0.9
Cc1cccc(OCC(O)CN2CCc3ccccc3C2)c1 (stereo unspecified),-0.6,-2,5,3,-1,0,-5,1.6,0.7
CCOc1cc(C2C(C(=O)OCC(C)C)=C(C)N=C3SCCC(=O)N32)ccc1OC(C)=O (stereo unspecified),0.9,21,-6,0,-2,2,-4,1.0,1.0
COc1ccccc1-c1cc2c(c3c1ccn3C)C1CCC2C1 (stereo unspecified),0.5,nt,-10,7,nt,1,nt,nt,0.6
